CHRM4 antagonist: blocks acetylcholine activation of human M4 receptor; 0.73% of 360,000 active; inhibition, % at 3 µM; CHO-hM4 cells, ACh EC80, Fluo-8 calcium fluorescence;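 active = inhibition above its plate's cutoff, the mean inhibition of sample wells plus 3 SD, cut at about 27% in these data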;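 also: 0% = acetylcholine EC80 with DMSO and 100% = DMSO without agonist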
Target sequence (P08173 whole entry, looked up): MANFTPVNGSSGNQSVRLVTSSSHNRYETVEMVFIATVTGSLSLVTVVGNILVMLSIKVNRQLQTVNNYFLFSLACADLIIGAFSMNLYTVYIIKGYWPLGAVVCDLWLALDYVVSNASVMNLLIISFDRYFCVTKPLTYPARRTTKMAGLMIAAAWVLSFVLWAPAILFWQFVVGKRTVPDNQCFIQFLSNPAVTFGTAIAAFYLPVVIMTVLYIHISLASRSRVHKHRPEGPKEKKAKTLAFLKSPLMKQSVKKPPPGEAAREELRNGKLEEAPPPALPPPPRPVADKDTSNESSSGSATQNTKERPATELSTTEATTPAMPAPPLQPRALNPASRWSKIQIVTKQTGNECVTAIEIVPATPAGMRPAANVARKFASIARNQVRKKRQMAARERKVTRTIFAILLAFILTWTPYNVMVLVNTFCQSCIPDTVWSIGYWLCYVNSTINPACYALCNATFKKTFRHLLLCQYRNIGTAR
CRFBP-R2 agonist: agonists of human CRF-binding protein/CRF-R2 receptor complex; HEK293 CRF-R2/CRF-BP, calcium dye fluorescence (FLIPR); percent of saturating CRF peptide response; activation, % at 13.2 µM; 0.46% of 350,000 active; AID 588473;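 active = activation of at least 50%, plus an integration ratio under a set limit after plate pattern correction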;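 also: plate controls were neutral control wells without compound for no effect and CRF at EC100 for full effect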
CRFBP-R2 block: CRF-BP/CRF-R2 complex antagonism; HEK293 CRF-R2/CRF-BP, CRF-induced calcium fluorescence; inhibition, % at 11.8 µM; 0.59% of 350,000 active;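 active = inhibition of the ligand-induced calcium signal above about 50% at the single tested concentration, limit read from the data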
IDE inh: inhibitors of human insulin-degrading enzyme in cells; HEK cells, FAbetaB cleavage, fluorescence polarization; inhibition, % at 5.59 µM; 0.41% of 320,000 active;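 active = percent inhibition above the average of all tested compounds plus 3 SD, set per screening campaign, cut at about 16% in these data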;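 also: IDE supplied by intact live HEK cells; FP after avidin binding of uncleaved biotin substrate so inhibition keeps polarization high; 0% = DMSO wells and 100% = 60 µM reference IDE inhibitor Ii1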
CHRM5 agonist: CHRM5 agonism in calcium assay. activation, % at 3 µM. P08912. 0.19% of 360,000 active. CHO-K1 hM5 cells, Fluo-8 calcium fluorescence; 0% DMSO wells, 100% maximal acetylcholine response;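 active = activation above the run's mean over test compounds plus 3 SD, cut at about 23% in these data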;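 also: signal is peak over basal fluorescence ratio across the kinetic read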
Target sequence (P08912 whole entry, looked up): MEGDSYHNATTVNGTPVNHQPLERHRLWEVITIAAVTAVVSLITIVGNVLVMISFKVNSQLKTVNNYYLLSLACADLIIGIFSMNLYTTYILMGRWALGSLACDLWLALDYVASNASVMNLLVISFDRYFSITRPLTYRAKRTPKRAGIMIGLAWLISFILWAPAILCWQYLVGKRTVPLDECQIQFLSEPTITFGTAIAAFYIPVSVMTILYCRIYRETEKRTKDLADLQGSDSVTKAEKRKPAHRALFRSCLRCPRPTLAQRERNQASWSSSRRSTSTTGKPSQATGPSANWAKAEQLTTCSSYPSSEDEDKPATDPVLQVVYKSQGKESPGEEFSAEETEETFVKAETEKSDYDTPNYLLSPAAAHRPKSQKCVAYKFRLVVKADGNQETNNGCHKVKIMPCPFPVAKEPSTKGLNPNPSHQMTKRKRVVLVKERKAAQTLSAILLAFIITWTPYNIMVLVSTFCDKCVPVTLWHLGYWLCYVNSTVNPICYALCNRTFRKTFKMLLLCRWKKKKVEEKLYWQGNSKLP
CHRM4 PAM: CHRM4 positive allosteric modulation; CHO-K1 hM4/Gqi5, Fluo-8 calcium fluorescence, ACh EC20; 0% = ACh EC20, 100% = maximal ACh; 0.4% of 360,000 active; activation, % at 3 µM; P08173;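 active = activation above its plate's cutoff, the mean activation of sample wells plus 3 SD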; also: some results filed as inactive read as strong as hits
M5 PAM: CHRM5 positive allosteric modulation; P08912; CHO-K1 hM5, Fluo-8 calcium, ACh EC20 PAM; 0% = ACh EC20, 100% = ACh EC100; activation, % at 3 µM; 0.3% of 360,000 active; AID 624038;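 active = activation above the run cutoff, the mean activation of all test compounds plus 3 SD, cut at about 18% in these data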
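Assay system – human M5 receptor in CHO-K1 cells · Read-out – % activation, ACh-normalized · Technique – Fluo-8 calcium fluorescence · Dosing – single-point, 3 µM nominal · Incubation – Fluo-8 loading 80 min at 37 °C plus 30 min room temperature · Repeats – singlicate, one well per test compound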
CHRM5 antagonist: antagonists of human muscarinic M5 receptor (CHRM5). P08912. CHO-hM5 cells, Fluo-8 calcium fluorescence, ACh EC80. inhibition, % at 3 µM. 0.59% of 360,000 active;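 active = inhibition above a per-plate cutoff, the mean of that plate's test compounds plus 3 SD, cut at about 27% in these data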;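 also: 0% = acetylcholine EC80 with DMSO and 100% = DMSO without agonist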
CHRM4 agonist: agonists of human muscarinic M4 receptor (CHRM4); 0.14% of 360,000 active; AID 624127; activation, % at 3 µM; CHO-K1 hM4/Gqi5, Fluo-8 calcium fluorescence; vehicle 0%, full acetylcholine response 100%;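 active = activation above the run mean over all test wells plus 3 SD, cut at about 32% in these data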;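 also: peak over basal fluorescence ratio per well then scaled between controls; 0% = DMSO wells and 100% = acetylcholine at EC100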
Starred values were filed as active, the others as inactive; · = no result given.

item	canonical_smiles	CHRM4 antagonist	CRFBP-R2 agonist	CRFBP-R2 block	IDE inh	CHRM5 agonist
1	CCOc1ccc(CNC(=O)CCC(=O)n2nc(C)c3ccccc32)cc1	-5	1.4	13	2	-4
2	CCOc1ccc(N2CC(C(=O)Nc3ccc(S(=O)(=O)Nc4ncccn4)cc3)CC2=O)cc1 (configuration not stated)	6	-0.2	14	-6	-1
3	CC(C)Oc1cccc(OCCN2C(=O)c3ccccc3C2=O)c1	-6	0.4	7	-1	-4
4	CCc1ccc(CN2CCC(Oc3ccc(C(=O)NCc4ccccn4)cc3)CC2)o1	4	3.4	-5	4	-8
5	Cc1ccc(NC(=O)CCNS(=O)(=O)c2ccc3c(c2)c(=O)n(C)c(=O)n3C)cc1C	0	11	-5	3	-11
6	c1ccc(CSc2nnnn2-c2ccccc2)cc1	-13	-1.1	5	3	-4
7	COc1ccc(CCN2CC(C(=O)NCCCn3nc(C)cc3C)CCC2=O)cc1 (configuration not stated)	0	-0.7	-2	-1	-4
8	COC(=O)c1cccc(NC(=O)CSc2ncn[nH]2)c1	-5	2.0	1	10	-1
9	COCC(C)NC(=O)CSc1nnc(-c2cccc(S(=O)(=O)N3CCCCC3)c2)o1 (configuration not stated)	-5	2.0	3	5	3
10	c1ccc(N=Nc2ccc3cccccc2-3)cc1	-8	-2.7	6	1	-2
11	N#CCCN(C(=O)CN1c2cccc3cccc(c23)S1(=O)=O)c1ccccc1	-8	-0.7	1	4	1
12	CC1Oc2ccccc2OC1C(=O)Nc1ccccn1 (configuration not stated)	2	-1.6	7	2	-5

item	CHRM4 PAM	M5 PAM	CHRM5 antagonist	CHRM4 agonist
1	0	9	-6	0
2	2	0	1	1
3	3	9	-10	6
4	-10	2	17	3
5	6	0	7	0
6	5	-3	0	2
7	3	3	-10	1
8	12	4	-2	1
9	4	-2	12	2
10	1	-2	11	-1
11	1	-6	16	1
12	-2	-1	1	0

By substructure: the entries above with four or more nitrogen atoms.
item	canonical_smiles	CHRM4 antagonist	CRFBP-R2 agonist	CRFBP-R2 block	IDE inh	CHRM5 agonist
2	CCOc1ccc(N2CC(C(=O)Nc3ccc(S(=O)(=O)Nc4ncccn4)cc3)CC2=O)cc1 (configuration not stated)	6	-0.2	14	-6	-1
5	Cc1ccc(NC(=O)CCNS(=O)(=O)c2ccc3c(c2)c(=O)n(C)c(=O)n3C)cc1C	0	11	-5	3	-11
6	c1ccc(CSc2nnnn2-c2ccccc2)cc1	-13	-1.1	5	3	-4
7	COc1ccc(CCN2CC(C(=O)NCCCn3nc(C)cc3C)CCC2=O)cc1 (configuration not stated)	0	-0.7	-2	-1	-4
8	COC(=O)c1cccc(NC(=O)CSc2ncn[nH]2)c1	-5	2.0	1	10	-1
9	COCC(C)NC(=O)CSc1nnc(-c2cccc(S(=O)(=O)N3CCCCC3)c2)o1 (configuration not stated)	-5	2.0	3	5	3

item	CHRM4 PAM	M5 PAM	CHRM5 antagonist	CHRM4 agonist
2	2	0	1	1
5	6	0	7	0
6	5	-3	0	2
7	3	3	-10	1
8	12	4	-2	1
9	4	-2	12	2

Other records
item	canonical_smiles	CHRM4 antagonist	CRFBP-R2 agonist	CRFBP-R2 block	IDE inh	CHRM5 agonist
13	CCn1ncc(S(=O)(=O)Nc2cccnc2)c1C	-10	-1.8	8	0	0
14	Cc1cc(C)n(-c2ncc(C#N)cn2)n1	-1	0.9	7	-2	3
15	Cc1ccc(Cl)cc1NC(=O)C1CCCN(S(=O)(=O)c2c(C)noc2C)C1 (configuration not stated)	-5	-0.6	-19	3	1
16	Cn1c(CC(=O)Nc2ccccc2)n[nH]c1=S	3	30	-35	-1	2
17	CC1CCc2sc(C(=O)N(C)CC(=O)Nc3ccc(N4CCOCC4)cc3)cc2C1 (configuration not stated)	0	-0.9	-9	3	-4
18	C#CCSc1nnc(CSc2nc3ccccc3s2)n1-c1ccccc1	6	0.2	30	-10	-4
19	COc1cccc(C(NC(C)=O)c2nc(/C=C/c3ccccc3)cs2)c1 (configuration not stated)	-10	·	·	·	1
20	COc1ccc(CCN2CCCC(CN(C)Cc3cc(Cl)c(O)c(OC)c3)C2)cc1 (configuration not stated)	1	-1.3	-2	·	-6
21	CC(=O)c1ccc(NC(=S)NCCc2ccc(S(N)(=O)=O)cc2)cc1	-12	-2.7	-6	0	-1
22	CCCCn1nc(C(=O)N(CCOC)c2c(N)n(CCCC)c(=O)[nH]c2=O)c2ccccc2c1=O	-3	-0.5	0	6	1
23	CCCN(CC(=O)Nc1ccc(Cl)cc1Cl)C(=O)c1ccc(=O)[nH]c1	-6	0.4	-4	-2	-4
24	Cc1ccc(-c2csc(NCCn3c(C)nc4cc(C(F)(F)F)ccc43)n2)cc1	0	-0.5	3	3	0

item	CHRM4 PAM	M5 PAM	CHRM5 antagonist	CHRM4 agonist
13	-2	-6	-2	0
14	0	0	4	2
15	4	0	5	1
16	-4	0	9	0
17	3	2	1	0
18	-2	-2	3	3
19	8	1	-2	2
20	-5	-13	17	1
21	3	6	9	2
22	-1	2	-5	2
23	7	-2	5	0
24	4	-1	8	2

Other entries.
item	canonical_smiles	CHRM4 antagonist	CRFBP-R2 agonist	CRFBP-R2 block	IDE inh	CHRM5 agonist
25	COc1ccc(CN(C)Cc2nc3scc(-c4ccccc4)c3c(=O)[nH]2)cc1OC	3	0.3	60*	2	0
26	C[C@@]12C(=O)NCC(=O)N1[C@@H]1c3cc(Br)ccc3OC[C@@H]1[C@@H]2c1ccccc1	2	-2.4	-7	0	-1
27	CCCc1nc(SCc2ccccn2)c2c(=O)n(C)c(=O)n(C)c2n1	-1	-0.3	-17	1	0
28	CN(C)c1ccc(CC(=O)N2CCCCC2c2cc(C(=O)Nc3ccccc3Cl)no2)cc1 (configuration not stated)	-9	·	·	·	-1
29	COc1cc(C=NNC(=O)c2ccc(NS(=O)(=O)c3cccs3)cc2)cc(Br)c1O	-5	-6.0	7	1	0
30	CC(=O)Nc1ccc(NC(=O)C(C)OC(=O)c2ccc(N(C)C)cc2)cc1 (configuration not stated)	3	-2.3	1	2	-1
31	COc1ccccc1OCCC(=O)OCC(=O)c1[nH]c(C)c(C(C)=O)c1C	-7	-0.1	-5	-2	2
32	COc1ccc(C(=O)Nc2ccccc2-c2nnn(CC(=O)NCc3ccco3)n2)cc1	-2	0.6	1	3	-3
33	COc1ccc(C(=O)Nc2cccc(NC(=O)c3ccc(OC)cc3OC)n2)c(OC)c1	8	-2.2	-4	5	1
34	CC(NC(=O)Nc1nccs1)(C(F)(F)F)C(F)(F)F	-5	0.0	-29	7	-2
35	O=C(C1CCC(CNc2c(N3CCCCC3)c(=O)c2=O)CC1)N1CCN(c2ccccn2)CC1 (configuration not stated)	0	-0.9	16	2	0
36	O=C(c1cccc(F)c1)N1CCc2ccccc21	-11	0.3	28	-1	-4

item	CHRM4 PAM	M5 PAM	CHRM5 antagonist	CHRM4 agonist
25	2	-3	-7	3
26	0	-7	12	3
27	-4	-2	0	5
28	5	1	3	4
29	12	-8	17	-1
30	6	5	-3	2
31	-11	-10	8	8
32	-5	-20	10	9
33	-25	-14	1	10
34	2	-11	2	1
35	6	-2	-2	1
36	6	-4	2	0

(cont.)
item	canonical_smiles	CHRM4 antagonist	CRFBP-R2 agonist	CRFBP-R2 block	IDE inh	CHRM5 agonist
37	COc1ccccc1CCNC(=O)c1nc(-c2cccs2)no1	-21	1.4	21	1	-9
38	CC(C)C(=O)Nc1ccc(C(=O)NNC(=S)NC(=O)c2cccs2)cc1	8	-2.4	13	0	-3
39	COc1ccccc1NCCC(=O)O	18	-0.8	4	-3	0
40	CC1CCCCN1S(=O)(=O)c1ccc2c(c1)C(C)(C)C(=O)N2C (configuration not stated)	-2	2.2	-2	-6	1
41	CC(C)CNc1cc(=O)n(C)c(=O)n1C	-8	-5.0	5	6	-2
42	COC(=O)CSc1nnc(-c2ccccc2OC)n1-c1ccc(C)cc1	0	-0.3	7	1	0
43	CCCc1cc(=O)n2[nH]c(-c3ccc(Cl)cc3)cc2n1	12	-2.4	8	3	-2
44	Cc1ccc(S(=O)(=O)N2CCN(C(=O)COC(=O)/C=C/c3ccc([N+](=O)[O-])cc3)CC2)c(C)c1	9	1.6	4	-5	2
45	O=C(COC(=O)CN1C(=O)c2ccccc2C1=O)Nc1ccccc1C(F)(F)F	0	-3.1	-6	·	2
46	Cc1ccc(NC(=O)CN2CCN(C)CC2)cc1Br	1	-1.4	-8	·	-7
47	CCCCC(c1nnnn1CS(=O)(=O)c1ccc(C)cc1)N1CCC(C(N)=O)CC1 (configuration not stated)	-4	1.4	-5	·	0
48	CCn1c(CNC(=O)c2cccs2)n[nH]c1=S	2	0.2	15	3	0

item	CHRM4 PAM	M5 PAM	CHRM5 antagonist	CHRM4 agonist
37	-3	-7	8	4
38	2	2	0	-2
39	-1	-3	6	1
40	2	-2	1	2
41	0	-10	2	0
42	3	0	1	0
43	-9	-9	16	0
44	-2	-3	2	1
45	7	-1	1	0
46	3	-4	20	1
47	0	-7	19	6
48	4	4	-7	1

New compounds follow.
item	canonical_smiles	CHRM4 antagonist	CRFBP-R2 agonist	CRFBP-R2 block	IDE inh	CHRM5 agonist
49	O=C(c1ccccn1)N1CCN(S(=O)(=O)c2ccc(F)cc2)CC1	6	0.5	-8	-3	-7
50	O=C(O)c1cc2cc(OCc3ccccc3)ccc2[nH]1	1	0.0	26	-2	2
51	CCC(C)NC(=S)Nc1ccc(C(=O)OC)cc1 (configuration not stated)	-17	0.7	-19	7	2
52	FC(F)(F)c1ccccc1NC(=S)NN1CCOCC1	6	1.2	0	-2	0
53	CCCC1=C(C(=O)OCC)C(c2ccc(N(C)C)cc2)n2ncnc2N1 (configuration not stated)	1	-1.4	0	-1	-4
54	O=C(NC1C2CC3CC(C2)CC1C3)c1ccc2c(c1)OCO2 (configuration not stated)	3	1.4	-1	-1	-3
55	O=C(Nc1ccccc1C(=O)NCCCN1CCOCC1)c1cccc([N+](=O)[O-])c1	-29	3.7	1	9	-4
56	Cc1ccc(/C=C2/NC(=O)N(Cc3ccccc3F)C2=O)o1	-1	-1.0	-23	4	-1
57	Cc1ccsc1CN(C)CC(=O)Nc1ccccc1C(=O)NC1CC1	-10	-0.7	-6	1	1
58	O=C(Cc1cccs1)N(Cc1ccco1)C1(C(=O)NC2CCCCC2)CCCCC1	-7	-0.6	-11	-1	-6
59	Cc1cc2oc(=O)cc(CN(C)Cc3cccc(F)c3)c2cc1Cl	13	-1.1	-5	-6	-1
60	O=C(NCCOc1ccccc1Cl)c1cc(F)c(F)cc1Cl	-10	-3.2	28	0	-5

item	CHRM4 PAM	M5 PAM	CHRM5 antagonist	CHRM4 agonist
49	-7	2	6	0
50	4	-2	1	0
51	3	-6	-3	8
52	5	3	0	1
53	-3	0	4	-2
54	-6	-8	2	0
55	8	-6	7	5
56	7	2	6	1
57	1	3	2	3
58	2	-5	-12	0
59	-8	-14	24	12
60	17	-2	-4	-2

An excerpt of these results, as tab-separated lines:
item	SMILES	CHRM4 antagonist	CRFBP-R2 agonist	CRFBP-R2 block	IDE inh	CHRM5 agonist	CHRM4 PAM	M5 PAM	CHRM5 antagonist	CHRM4 agonist
53	CCCC1=C(C(=O)OCC)C(c2ccc(N(C)C)cc2)n2ncnc2N1 (configuration not stated)	1	-1.4	0	-1	-4	-3	0	4	-2
56	Cc1ccc(/C=C2/NC(=O)N(Cc3ccccc3F)C2=O)o1	-1	-1.0	-23	4	-1	7	2	6	1
59	Cc1cc2oc(=O)cc(CN(C)Cc3cccc(F)c3)c2cc1Cl	13	-1.1	-5	-6	-1	-8	-14	24	12
